# High-throughput results as filed in PubChem.
# Bfl-1 displacement – Bfl-1 inhibitors, primary screen, biochemical, fluorescence polarization, FITC-Bid, mouse (AID 432); FITC-Bid BH3 peptide fluorescence polarization displacement; higher % means a stronger effect; displacement, % at 20 µM; hits with a dose series show IC50 in µM; hit rate 0.02% among 64,000; in the data active means a potency from the dose series; inactive means the rest, 99 in 100 with displacement below about 15%; further: strong numbers were not always called active
# DPM-DC inhibit – S. pneumoniae DPM-DC inhibitors, primary screen, biochemical, PK/LDH-coupled NADH fluorescence | diphosphomevalonate decarboxylase (Streptococcus pneumoniae D39) | hit rate 0.49% among 65,000 | calls only at 10 µM | purified DPM-DC;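 active means the 320 compounds with the highest percent inhibition in the single-dose primary screen, excluding strongly autofluorescent ones, cut at about 32% in these data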;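 further: kinetic rate of NADH fluorescence loss reporting ADP formed by the decarboxylase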
# Spn MK inh – S. pneumoniae MK inhibitors, primary screen, biochemical, PK/LDH-coupled NADH absorbance. mevalonate kinase [Streptococcus pneumoniae D39]. purified MK, PK/LDH-coupled NADH absorbance 340 nm. inhibition, % at 10 µM. hit rate 0.48% among 65,000. AID 555, 2006;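 active means ranked among the strongest by inhibition in the single 10 µM screen, a fixed top-ranked set picked for dose follow-up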; further: no value below 0 was filed
# LYP phosphatase – LYP phosphatase inhibitors, primary screen, biochemical, DiFMUP fluorescence, recombinant catalytic domain, 10 µM (AID 606); recombinant LYP catalytic domain, DiFMUP fluorescence; higher % means a stronger effect; one-dose inhibition, % at 10 µM; IC50 in µM for titrated hits; 52,000 tested, under 10 active;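 active means IC50 under 40 µM in the dose-response test; inactive means IC50 of 40 µM or more, or never dose-tested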
# HPDE-C7 viability – cytotoxicity in HPDE-C7 cells, cell-based, fluorescence, HTS (AID 430); hit rate 1.8% among 63,000; cytotoxicity, % at 10 µM, or EC50 in µM where a hit was titrated; HPDE-C7 pancreatic duct cells viability, fluorescence; higher % means a stronger effect;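 further: cells exposed to compound for 48 hours before viability readout; 0% = vehicle and 100% = reference cytotoxic drug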
# KRASV12 cytotoxicity – cytotoxicity in KRAS-transformed pancreatic duct cells, primary screen, cell-based, fluorescence, HTS (AID 431); cytotoxicity, % at 10 µM, or EC50 in µM where a hit was titrated; HPDE-C7K KRASV12 cells, Alamar Blue viability, 48 h; higher % means a stronger effect; hit rate 1.7% among 63,000;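 active means compounds whose percent cytotoxicity in the single-dose primary screen, scaled between solvent and toxic-drug controls, exceeds 50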;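 further: 0% = DMSO solvent wells and 100% = doxorubicin-treated wells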
# PMK inhibit – S. pneumoniae PMK inhibitors, primary screen, biochemical, mevalonate pathway, pilot trial included; inhibition, % at 10 µM; purified PMK, PK/LDH-coupled NADH absorbance 340 nm; hit rate 0.49% among 65,000;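 active means top-ranked compounds by inhibition in the single 10 µM screen, taking a fixed number of the strongest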;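 further: 0% = full reaction with DMSO carrier and 100% = background rate without enzyme reaction; no value below 0 was filed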
# HT1080 cytotoxicity – cytotoxicity in HT1080 fibrosarcoma cells, cell-based, fluorescence readout (AID 620). HT1080 viability, fluorescence; higher % means a stronger effect. one-dose cytotoxicity, % at 10 µM; EC50 in µM for titrated hits. hit rate 0.42% among 87,000;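 further: cells exposed to compound overnight then 4 h with Alamar Blue; 0% = vehicle DMSO and 100% = killing control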
# Alkaline phosphatase – human TNAP enzyme inhibitors, biochemical, luminescent (AID 518); hit rate 0.09% among 64,000; inhibition, % at 20 µM, or IC50 in µM where a hit was titrated; purified TNAP enzyme, luminescent substrate readout; higher % means a stronger effect; in the data active means a potency from the dose series; inactive means the rest, 99 in 100 with inhibition below about 22%;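 further: plate controls were vehicle for no effect and reference inhibitor for full effect; many of its hits are not listed in these tables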
# PMK inhibit pilot replicates – recorded beside PMK inhibit, whose call it bears; inhibition, %; measured here: pilot screen replicates
# Spn MK inh pilot replicates – further read-out of Spn MK inh, marked with its call; inhibition, %; measured here: pilot screen replicates
# DPM-DC inhibit pilot screen % – second read-out of DPM-DC inhibit, no call of its own (marks repeat the call); inhibition, %; measured here: pilot screen trials
# * hit, by the source's call; i = inactive; · = no result given; + = active, no number. Unless noted, no stated cut-off is given here; in the data, active means cytotoxicity above about 50%; inactive means the rest.
# Sample of the layout, five compounds:
SMILES,Bfl-1 displacement,DPM-DC inhibit,Spn MK inh,LYP phosphatase,HPDE-C7 viability,KRASV12 cytotoxicity,PMK inhibit,HT1080 cytotoxicity,Alkaline phosphatase,others
CC(=O)Nc1ccc(NC(=O)c2cc(C)nn2-c2ccccc2)cc1,0%,i,4,3%,-6%,-5%,1,2%,9%,PMK inhibit pilot replicates=2.0;Spn MK inh pilot replicates=6.0;DPM-DC inhibit pilot screen %=4.0
CCOc1ccc(C(=O)Nc2c3c(nn2C(C)(C)C)CSC3)cc1OCC,-4%,i,6,6%,-10%,-9%,17,19%,11%,
CCC1CCCCN1CCCn1c(=S)[nH]c2ccccc2c1=O (stereo not drawn),-1%,i,1,0%,3%,9%,15,·,6%,
CN(C)c1ccc(N=Cc2ccco2)cc1,-4%,i,6,·,8%,7%,0,-1%,17%,
COc1cc(-c2nnc(SCC(=O)N3CCCC3)o2)cc(OC)c1OC,-3%,i,0,7%,-10%,-12%,8,5%,-1%,

# Results, from the start:
SMILES,Bfl-1 displacement,DPM-DC inhibit,Spn MK inh,LYP phosphatase,HPDE-C7 viability,KRASV12 cytotoxicity,PMK inhibit,HT1080 cytotoxicity,Alkaline phosphatase,others
CC(=O)Nc1ccc(NC(=O)c2cc(C)nn2-c2ccccc2)cc1,0%,i,4,3%,-6%,-5%,1,2%,9%,PMK inhibit pilot replicates=2.0;Spn MK inh pilot replicates=6.0;DPM-DC inhibit pilot screen %=4.0
CCOc1ccc(C(=O)Nc2c3c(nn2C(C)(C)C)CSC3)cc1OCC,-4%,i,6,6%,-10%,-9%,17,19%,11%,
CCC1CCCCN1CCCn1c(=S)[nH]c2ccccc2c1=O (stereo not drawn),-1%,i,1,0%,3%,9%,15,·,6%,
CN(C)c1ccc(N=Cc2ccco2)cc1,-4%,i,6,·,8%,7%,0,-1%,17%,
COc1cc(-c2nnc(SCC(=O)N3CCCC3)o2)cc(OC)c1OC,-3%,i,0,7%,-10%,-12%,8,5%,-1%,
Cn1c(=O)c2c(nc(NC(Cc3ccccc3)C(=O)O)n2Cc2ccccc2)n(C)c1=O (stereo not drawn),3%,i,25,11%,3%,-9%,15,1%,7%,
Cc1ccc(-c2cc3nc4c(c(=O)n3[nH]2)CCCC4)cc1,3%,i,6,0%,3%,-8%,8,16%,12%,PMK inhibit pilot replicates=2.5;Spn MK inh pilot replicates=0.0;DPM-DC inhibit pilot screen %=8.0
CC1(C)Cc2c(c(N3CCOCC3)nc3sc(C#N)c(N)c23)CS1,-4%,·,7,15%,-6%,1%,0,30%,13%,PMK inhibit pilot replicates=0.0;Spn MK inh pilot replicates=1.0
Cc1ccc(CC2CC(=O)N(Cc3ccco3)C2=O)cc1 (stereo not drawn),4%,i,7,7%,8%,-5%,0,-8%,8%,
CCOC(=O)CCc1c(C)c2ccc(OCC(=O)N(CC)CC)c(C)c2oc1=O,-1%,·,4,5%,2%,-1%,6,-2%,5%,
CCN(CC)S(=O)(=O)c1ccc2c(c1)nc(CCC(=O)OCc1c(C)noc1C)n2C,-10%,i,2,·,-25%,-42%,0,4%,6%,
CCc1[nH]nc2c1C1(CCN(C(=O)OCc3ccccc3)CC1)C(C#N)=C(N)O2,6%,i,6,7%,2%,-6%,6,-2%,9%,PMK inhibit pilot replicates=2.5;Spn MK inh pilot replicates=0.0;DPM-DC inhibit pilot screen %=1.0
CC(C)(C)NC(=O)CSc1nnc(NC(=O)CCn2cnc3ccccc3c2=O)s1,-4%,i,10,5%,1%,-1%,12,4%,6%,
N#Cc1nc(COc2ccc(Br)cc2)oc1N1CCCCCC1,2%,i,8,0%,-9%,0%,4,-1%,2%,
Cc1ccccc1OCc1nc(-c2ccc(NC(=O)c3ccco3)cc2)no1,-1%,i,3,12%,19%,23%,4,8%,6%,
O=C(CNC1CCCCCC1)Nc1ccc(S(=O)(=O)NC2CC2)cc1,-8%,i,0,5%,-7%,0%,9,-1%,7%,PMK inhibit pilot replicates=3.0;Spn MK inh pilot replicates=0.0;DPM-DC inhibit pilot screen %=0.0
CCCCCc1ccc(-c2ccc(=O)[nH]n2)cc1,2%,i,4,-9%,0%,-10%,6,15%,17%,
Fc1cccc(Cl)c1Cn1nnc2c(N3CCC4(CC3)OCCO4)ncnc21,-3%,i,4,·,11%,6%,4,9%,8%,
O=C(CCCCCn1c(=S)[nH]c2cc3c(cc2c1=O)OCO3)N1CCN(Cc2ccccc2)CC1,11%,i,4,10%,-13%,2%,11,-18%,9%,PMK inhibit pilot replicates=0.5;Spn MK inh pilot replicates=0.5;DPM-DC inhibit pilot screen %=0.5
CCN(CC)S(=O)(=O)c1ccc(NC2CCCc3ccccc32)nc1 (stereo not drawn),-1%,i,10,·,-7%,35%,0,3%,7%,PMK inhibit pilot replicates=0.5;Spn MK inh pilot replicates=0.0;DPM-DC inhibit pilot screen %=0.0

# Two compounds drawn at random from those above, as already listed:
SMILES,Bfl-1 displacement,DPM-DC inhibit,Spn MK inh,LYP phosphatase,HPDE-C7 viability,KRASV12 cytotoxicity,PMK inhibit,HT1080 cytotoxicity,Alkaline phosphatase,others
CC1(C)Cc2c(c(N3CCOCC3)nc3sc(C#N)c(N)c23)CS1,-4%,·,7,15%,-6%,1%,0,30%,13%,PMK inhibit pilot replicates=0.0;Spn MK inh pilot replicates=1.0
Cc1ccccc1OCc1nc(-c2ccc(NC(=O)c3ccco3)cc2)no1,-1%,i,3,12%,19%,23%,4,8%,6%,

# (more compounds)
SMILES,Bfl-1 displacement,DPM-DC inhibit,Spn MK inh,LYP phosphatase,HPDE-C7 viability,KRASV12 cytotoxicity,PMK inhibit,HT1080 cytotoxicity,Alkaline phosphatase,others
COc1ccccc1Cn1c2nc3ccccc3nc2c2c(=O)n(CC(C)C)cnc21,0%,i,8,-5%,1%,5%,0,-1%,4%,
Cc1nn(CC(=O)NCC2CCCO2)c(=O)c2ccccc12 (stereo not drawn),-12%,i,10,-9%,-3%,7%,13,0%,8%,
O=C(Nc1ccccc1)N(CCN1CCOCC1)Cc1cccc(Cl)c1,-6%,i,4,·,-13%,-25%,7,0%,4%,
Nc1nc2c3ccccc3nc(Cc3ccccc3)n2n1,-2%,i,3,6%,-3%,7%,6,6%,7%,
Cc1occc1-c1nc(-c2ccncc2)no1,-5%,i,8,1%,0%,-14%,10,0%,11%,PMK inhibit pilot replicates=0.0;Spn MK inh pilot replicates=0.0;DPM-DC inhibit pilot screen %=0.0
Cc1cccc(-c2noc(CCC(=O)NCc3ccccc3)n2)c1,2%,i,9,·,-2%,6%,13,-16%,11%,
Cc1cc(C)c(C)c(OCC(=O)NCCN(C)C)c1,-2%,i,4,1%,2%,5%,13,-8%,11%,
CCOC(=O)c1[nH]c(C)c(/C(O)=C2\C(=O)C(=O)N(CCCN(C)C)C2c2cccnc2)c1C (stereo not drawn),-2%,i,10,·,-7%,-5%,9,8%,10%,
CC(C)Oc1ccc(CSc2nnc3n(C)c(=O)c4c5c(sc4n23)CCCC5)cc1,0%,i,15,9%,10%,1%,8,6%,6%,
COCCNC(=O)C(c1ccc(C)o1)N(Cc1ccc(OC)cc1)C(=O)Cn1nnc2ccccc21 (stereo not drawn),5%,i,0,6%,8%,7%,25*,0%,10%,PMK inhibit pilot replicates=+;Spn MK inh pilot replicates=0.0;DPM-DC inhibit pilot screen %=0.0
COc1ccc(CC(=O)Nc2ccc(-c3noc(-c4cccc(OC)c4)n3)cc2)cc1,6%,i,10,-10%,1%,15%,6,3%,8%,
CCOC(=O)N1CCN(C(=O)Cc2ccc(-n3c(=O)[nH]c4ccccc4c3=O)cc2)CC1,6%,i,3,3%,-3%,-1%,0,1%,1%,
COc1ccc2nc(SCc3nc(N)nc(Nc4ccccc4)n3)[nH]c2c1,7%,i,4,13%,21%,31%,0,-2%,1%,
COc1ccc(-c2cc(C(=O)N3CCOCC3)no2)cc1OC,0%,i,0,6%,-4%,2%,17,-2%,9%,
CCOC(=O)NC(=O)CSc1nnnn1-c1ccc(C)cc1,1%,i,0,-4%,-2%,12%,9,4%,12%,
CCn1c(COc2cccc3cccnc23)nnc1SCC(=O)O,-4%,i,2,-3%,-12%,-3%,0,-5%,6%,
COC(=O)CN(c1ccc(OC)cc1)S(=O)(=O)c1c(C)noc1C,2%,i,0,·,-5%,-7%,12,35%,10%,
CC1CCN(C(=O)C(NS(=O)(=O)c2cccc3nsnc23)c2ccccc2)CC1 (stereo not drawn),-2%,i,9,-3%,-10%,-8%,14,2%,12%,
CN1CCN(S(=O)(=O)c2ccc(NC(=O)Cc3cccs3)cc2)CC1,3%,i,3,8%,3%,2%,4,2%,14%,
CCC(c1nnc(SCC(=O)Nc2ccc(C(=O)Nc3ccccc3OC)cc2)o1)N(C)C (stereo not drawn),-1%,i,0,-4%,2%,6%,13,-1%,9%,PMK inhibit pilot replicates=0.0;Spn MK inh pilot replicates=0.0;DPM-DC inhibit pilot screen %=0.0
COCCn1c(=O)c2c(nc3n2CCN3c2ccc(C)cc2)n(C)c1=O,6%,i,8,8%,-2%,5%,16,8%,4%,
COc1ccc(NC(=O)N(C2CCCCC2)C(C)c2cccnc2)c(OC)c1 (stereo not drawn),2%,i,0,·,-7%,-2%,11,-15%,7%,
CCOC(=O)C1[C@H]2C(=O)N(C(C)c3ccc(OC)cc3)C[C@]23C=C[C@H]1O3 (stereo partly drawn),-10%,i,3,-9%,-8%,-10%,3,10%,6%,
O=C(O)CCCC(=O)NCCc1cccc(Cl)c1,-3%,i,13,11%,-13%,-17%,11,0%,13%,
CCC(C)c1c(O)nc(SCc2ccccc2)[nH]c1=O (stereo not drawn),-7%,i,15,-13%,-8%,-4%,1,·,4%,
O=C(COC(=O)c1ccco1)Nc1nc2ccccc2s1,5%,i,6,3%,8%,11%,9,0%,0%,
CCOC(=O)c1ccc(N2C(=O)c3n[nH]c(C)c3C2c2ccccn2)cc1 (stereo not drawn),2%,i,6,4%,2%,2%,9,0%,-2%,
